Bioassay records (PubChem BioAssay)
D1 potentiator = Potentiators of Human D1 Dopamine Receptor: qHTS. potentiation, % at 10 µM. D(1A) dopamine receptor (Homo sapiens), P21728. hit rate 0.036% among 360,000. AID 504651, 2011. HEK293 TREx D1 cells, calcium flux, dopamine EC20 potentiation; in the data active = potentiation above about 30%; note: 0% is about no effect
Target sequence (P21728 whole entry, looked up): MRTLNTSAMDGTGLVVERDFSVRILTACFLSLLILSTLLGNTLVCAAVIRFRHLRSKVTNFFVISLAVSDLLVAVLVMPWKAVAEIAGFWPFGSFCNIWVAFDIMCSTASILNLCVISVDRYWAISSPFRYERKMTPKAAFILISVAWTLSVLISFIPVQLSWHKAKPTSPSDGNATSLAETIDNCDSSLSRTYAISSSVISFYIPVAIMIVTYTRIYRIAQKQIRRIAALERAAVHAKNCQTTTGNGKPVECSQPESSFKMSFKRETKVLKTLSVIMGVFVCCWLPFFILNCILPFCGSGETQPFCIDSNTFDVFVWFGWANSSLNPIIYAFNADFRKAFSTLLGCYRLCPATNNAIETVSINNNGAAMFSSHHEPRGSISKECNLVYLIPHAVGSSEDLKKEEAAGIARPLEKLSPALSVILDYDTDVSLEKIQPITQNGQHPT
D2 antagonist = HTS Assay for Allosteric Antagonists of the Human D2 Dopamine Receptor: Primary Screen for Antagonists | hit rate 2% among 340,000 | HEK293 TREx D2 cells, calcium flux, dopamine EC80 | inhibition, % at 10 µM | AID 485344, 2010; in the data active = inhibition above about 30%; note: 0% is about no effect
Target sequence (P14416 whole entry, looked up): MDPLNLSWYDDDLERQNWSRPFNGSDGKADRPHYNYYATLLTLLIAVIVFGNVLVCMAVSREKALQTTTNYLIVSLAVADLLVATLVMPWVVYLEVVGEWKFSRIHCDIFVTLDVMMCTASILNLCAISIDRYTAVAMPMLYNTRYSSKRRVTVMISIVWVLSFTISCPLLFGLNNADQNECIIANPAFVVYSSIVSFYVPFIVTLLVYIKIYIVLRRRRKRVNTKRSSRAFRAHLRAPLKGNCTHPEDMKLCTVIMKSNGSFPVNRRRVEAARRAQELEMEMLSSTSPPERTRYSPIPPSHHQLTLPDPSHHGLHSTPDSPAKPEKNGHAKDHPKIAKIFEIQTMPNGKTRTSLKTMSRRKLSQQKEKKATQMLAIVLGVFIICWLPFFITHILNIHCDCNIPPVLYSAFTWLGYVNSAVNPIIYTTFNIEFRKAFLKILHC
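Antagonism is scored as inhibition of an EC80 dopamine-evoked calcium signal in a force-coupled, tetracycline-inducible HEK293 T-REx D2 line, with compound present 180 s before agonist.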
RXFP1 antagonist = qHTS Assay for Antagonists of the Relaxin Receptor RXFP1. activity change, negative = inhibition, % at 57.5 µM. AID 1259400, 2018. Relaxin receptor 1 (Homo sapiens), Q9HBX9. hit rate 0.59% among 350,000. HEK293-RXFP1, relaxin-stimulated cAMP HTRF, 30 min; hits give low values;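 active = activity change of -60% or lower, but not beyond a set lower limit; inconclusive = change between -60% and -40%, or beyond the set limit; inactive = change above -40%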; note: % is set by controls: 0 for no effect and ±100 for the full control effect
D2 PAM = HTS Assay for Positive Allosteric Modulators of the Human D2 Dopamine Receptor: Primary Screen for Potentiators. AID 485347, 2010. D(2) dopamine receptor (Homo sapiens), P14416. potentiation, % at 10 µM. HEK293 T-REx D2, calcium flux, EC20 dopamine potentiation. hit rate 0.34% among 340,000;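 active = potentiation over 3 SD above the plate norm, cut at about 30% in these data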; note: 0% is about no effect
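Using a no-wash calcium dye in inducible, force-coupled HEK293 Trex cells expressing D2, we tracked fluorescence each second for 180 s after compound, then for 180 s after EC20 dopamine to detect augmented signalling.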
D2 ag = HTS Assay for Allosteric Agonists of the Human D2 Dopamine Receptor: Primary Screen for Agonists. D(2) dopamine receptor (Homo sapiens), P14416. HEK293 T-REx D2 cells, calcium flux agonist mode. activation, % at 2 µM. hit rate 0.53% among 340,000. AID 485358, 2010;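 active = activation over 3 SD above normal in the single-dose calcium agonist read, cut at about 30% in these data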; note: 0% is about no effect
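Tetracycline-induced HEK293 Trex cells with D2 receptor force-coupled to calcium signaling, plated overnight at 30 C and loaded with no-wash calcium dye. Calcium flux read kinetically for 180 s after compound addition; responses flag agonists.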
D1 antag = Antagonist of Human D 1 Dopamine Receptor: qHTS; D(1A) dopamine receptor (Homo sapiens), P21728; HEK293 TREx D1 cells, calcium flux, dopamine EC80; hits give low values; activity change, negative = inhibition, % at 10 µM; hit rate 3.2% among 360,000; in the data active = activity change below about -30%; note: % is set by controls: 0 for no effect and ±100 for the full control effect
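Compound effects on dopamine-evoked calcium signalling were measured in tetracycline-induced HEK293 Trex D1 cells. Dopamine at EC80 followed a 180 s compound pre-read, and fluorescence was tracked kinetically for 180 s more.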
TRHR enhancer = qHTS for Small Molecule Agonists and Allosteric Enhancers of Human TRH Receptor: Primary Screen for Enhancers; hit rate 0.66% among 360,000; TRHR cells, fluo-8 calcium fluorescence, EC20 TRH enhancement; Thyrotropin-releasing hormone receptor (Homo sapiens), P34981; AID 493056, 2011; enhancement, % at 2 µM; in the data active = enhancement above about 30%; note: 0% is about no effect
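TRHR-expressing cells loaded with fluo-8 calcium dye were read kinetically (ex 480/em 530) during compound addition, then stimulated with an EC20 of TRH (10 nM final). Enhancement of the Gq-mediated intracellular calcium response was scored.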
RXFP1 agonist = qHTS Assay for Agonists of the Relaxin Receptor RXFP1; HEK293T-RXFP1 cAMP TR-FRET, 30 min; response scale: percent of porcine relaxin response, buffer zero; Potency, µM (series often up to 57.5 µM), without a hit: top-dose activation, hits mostly activators; hit rate 0.3% among 370,000; active = well fitted activation curve with a large enough effect; inconclusive = small, poorly fitted or top-dose-only effect; note: potency is the fitted concentration of half-maximal effect; % is set by controls: 0 for no effect and ±100 for the full control effect; nearly all actives have a fitted effect of over 60% in size; many of its hits are not listed in these tables
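Agonist response is measured as cAMP accumulation in an RXFP1-transfected HEK293T line under PDE4 inhibition. Values are scaled between buffer-only and 29 nM porcine relaxin, and EC50s come from standard Hill equation fits.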
D1 agonist = Allosteric Agonists of the Human D1 Dopamine Receptor: qHTS; HEK293 T-REx D1 cells, calcium flux, agonist mode; hit rate 1% among 360,000; D(1A) dopamine receptor (Homo sapiens), P21728; activation, % at 2 µM; in the data active = activation above about 30%; note: 0% is about no effect
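Inducible HEK293 T-REx D1 cells, force-coupled to calcium signalling, were plated at 4000 cells/well with tetracycline and held overnight at 30 C. After no-wash calcium dye loading, compound-evoked calcium rise over 180 s flagged agonists.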
Starred values were filed as active, the others as inactive; ? = inconclusive; · = no result given.

SMILES	D1 potentiator	D2 antagonist	RXFP1 antagonist	D2 PAM	D2 ag	D1 antag	TRHR enhancer	RXFP1 agonist	D1 agonist
COc1ccc(C(CC(=O)O)NC(=O)c2ccccc2[N+](=O)[O-])cc1 (stereo not drawn)	-2.7	-5.1	·	-5.4	-2.5	5.0	-5.4	-0.1%	1.4
Cc1ccc(NS(=O)(=O)c2ccc3[nH]c4c(c3c2)CCCCCC4)cc1	-2.8	·	?	5.6	0.8	12.3	1.3	4.7%	5.5
Cc1ccc(C(=O)Cn2c(C(=O)O)cc3ccccc32)cc1	-1.6	4.4	5.0	-2.1	0.8	10.3	-4.0	0.7%	-0.8
O=c1[nH]c(CSc2nnc3ccccn23)nc2cc(C(F)(F)F)ccc12	1.1	·	·	·	·	0.9	2.7	4.0%	2.5
CCn1nnc(-c2ccccc2NS(=O)(=O)c2ccc(S(=O)(=O)N3CCCCCC3)cc2)n1	1.0	-7.4	0.6	-3.1	0.0	10.7	2.4	1.0%	3.9
COc1ccc(C(=O)c2ccccc2)cc1	4.9	-1.0	-9.7	-4.5	-1.1	-14.5	11.3	0.0%	-0.5
COC(=O)c1ccc(C(=S)N2CCOCC2)cc1	-0.7	2.7	·	-4.5	0.3	-3.6	1.1	1.7%	3.9
CC(C)(C)OC(=O)N1CCN(c2ccc(CNC(=O)c3ccc(Cl)cc3)cc2)CC1	-10.2	-5.1	-2.1	8.1	0.1	-24.3	-1.1	0.2%	6.0
CCCOCC1CC2(CC(C)(c3csc(N)n3)OC2=O)C(=O)O1 (stereo not drawn)	-1.9	-6.6	8.0	-0.6	-0.2	8.3	5.5	-0.8%	-2.8
O=[N+]([O-])c1ccc(Oc2ccc(F)cc2Br)c2ccncc12	1.5	-20.7	-13.8	4.4	-1.6	16.4	2.2	2.9%	2.1
O=C(NCCN1CCN(c2ccccc2)CC1)c1ccc(NC(=O)C2CCCO2)cc1 (stereo not drawn)	-1.1	-26.6	15.5	1.2	-0.1	5.9	12.0	1.8%	-0.7
Cn1c(N)c(C(=O)COC(=O)C2CC(O)CN2S(=O)(=O)c2ccc(Cl)cc2)c(=O)n(C)c1=O (stereo not drawn)	-3.2	2.2	2.6	-1.1	0.6	5.4	-4.4	0.0%	1.8
CCC1CCCCN1C(=O)Cn1c(=O)n(-c2ccccc2C(F)(F)F)c(=O)c2c(C)c(C(=O)N(C)C)sc21 (stereo not drawn)	-2.7	·	-3.1	2.7	0.7	-12.9	-5.7	-0.7%	2.9
COc1ccc(NC(=O)CN2C(=O)C(c3ccccc3)=NC23CCCCCC3)cc1OC	0.8	1.6	-16.3	3.9	-0.3	0.4	5.7	-1.1%	0.9
CCc1cc(=O)oc2c(C)c(OCC(=O)NCC3CCC(C(=O)O)CC3)ccc12 (stereo not drawn)	-12.6	3.9	·	-12.4	1.2	-65.6*	-10.8	-0.1%	2.8
CCc1ccc(NC(=O)CSc2nc(-c3cccc(OC)c3)nc3c2Cc2c(CO)cnc(C)c2O3)cc1	-4.2	·	-3.1	-4.7	·	-6.6	4.7	-0.3%	1.1
Cc1ccc(-n2c(SCC(=O)NCC3CCCO3)nc3c(c2=O)SCC3)cc1 (stereo not drawn)	-4.7	3.4	4.1	-7.1	-0.7	8.9	-6.1	2.2%	3.1
CCOc1cc(NC(=S)NCc2ccco2)c(OCC)cc1NC(C)=O	-0.8	18.1	-13.8	3.9	-0.5	10.0	9.4	-1.1%	-0.2
CCn1c(SCC(=O)Nc2ccc(C)cc2)nc(O)cc1=O	-2.6	8.3	-30.1	1.5	-0.1	-13.6	4.2	1.2%	1.6
COc1ccc(-c2onc(C)c2-c2cnn(-c3ccccc3)c2)c(O)c1C	-1.6	15.2	-10.9	-1.2	-1.4	6.8	19.4	-0.6%	2.7
CC(=O)c1ccc(N2CCN(S(=O)(=O)c3c(C)[nH]c(C)c3C(=O)N3CCCC3)CC2)cc1	1.4	16.9	3.4	2.7	0.5	-1.9	5.6	-2.9%	1.9
COc1ccc(C(=O)Nc2ccc([N+](=O)[O-])cn2)cc1OC	-3.5	16.6	-2.0	-19.7	-0.2	26.7	0.5	2.2%	0.7
CC(=O)Nc1ccc(OCC(O)Cn2nc(C)nc2C)cc1 (stereo not drawn)	-2.5	-19.8	17.2	·	1.4	-0.7	1.7	2.6%	3.4
CC1(C)CC(=O)c2cc(C(=O)NCc3ccco3)c(=O)n(-c3ccc(Cl)cc3)c2C1	13.2	5.2	6.4	-7.3	-2.4	-7.5	3.7	0.7%	10.4
Cc1ccc(-c2nn(-c3ccccc3)cc2NC(=O)CCl)cc1	-5.0	-3.1	-9.6	15.5	4.0	10.2	14.8	1.1%	2.4
COc1cc(NC(=S)NC2CC2)c(OC)cc1Cl	10.7	15.2	-3.4	1.3	-0.3	2.5	6.4	-0.2%	1.2
CCOc1ccc(N2CC(C(=O)Nc3ccc(S(=O)(=O)N4CCCCC4)cc3)CC2=O)cc1 (stereo not drawn)	-0.6	2.0	-15.5	7.1	0.2	-1.9	8.0	0.3%	4.0
Cc1ccc(C)c(Cn2c3ccccc3c3cnn(CC(=O)NCc4ccccn4)c(=O)c32)c1	1.7	-3.6	18.7	-4.3	0.7	-0.7	22.8	-2.3%	0.1
O=C1N(Cc2ccc3c(c2)OCO3)c2ccccc2C1(O)c1c[nH]c2ccccc12 (stereo not drawn)	-7.4	11.1	-3.4	-8.1	-0.1	-25.3	-1.5	2.5%	3.3
Cc1c(Cl)cccc1NC(=O)CNc1cccc(S(=O)(=O)N(C)C)c1	-5.8	15.0	-11.0	-3.3	0.1	-24.4	-0.6	2.3%	3.2

Full records, looked up by structure. Screens in order: D1 potentiator	D2 antagonist	RXFP1 antagonist	D2 PAM	D2 ag	D1 antag	TRHR enhancer	RXFP1 agonist	D1 agonist
Shown for COc1cc(NC(=S)NC2CC2)c(OC)cc1Cl → 10.7	15.2	-3.4	1.3	-0.3	2.5	6.4	-0.2%	1.2
Shown for Cc1c(Cl)cccc1NC(=O)CNc1cccc(S(=O)(=O)N(C)C)c1 → -5.8	15.0	-11.0	-3.3	0.1	-24.4	-0.6	2.3%	3.2
Shown for CCOc1ccc(N2CC(C(=O)Nc3ccc(S(=O)(=O)N4CCCCC4)cc3)CC2=O)cc1 (stereo not drawn) → -0.6	2.0	-15.5	7.1	0.2	-1.9	8.0	0.3%	4.0
Shown for O=C1N(Cc2ccc3c(c2)OCO3)c2ccccc2C1(O)c1c[nH]c2ccccc12 (stereo not drawn) → -7.4	11.1	-3.4	-8.1	-0.1	-25.3	-1.5	2.5%	3.3
Shown for COc1ccc(C(=O)Nc2ccc([N+](=O)[O-])cn2)cc1OC → -3.5	16.6	-2.0	-19.7	-0.2	26.7	0.5	2.2%	0.7

Remaining list, next part.
SMILES	D1 potentiator	D2 antagonist	RXFP1 antagonist	D2 PAM	D2 ag	D1 antag	TRHR enhancer	RXFP1 agonist	D1 agonist
COc1cccc(OCCCOc2ccc([N+](=O)[O-])cc2Cl)c1	4.2	13.7	8.6	7.0	0.1	-3.0	3.7	2.2%	12.5
O=C(CN(CC1CCCO1)S(=O)(=O)c1ccc(S(=O)(=O)NCC2CCCO2)cc1)Nc1ccccc1 (stereo not drawn)	-0.1	9.9	18.0	3.2	-0.1	9.4	2.6	1.2%	3.9
CCCCN1C(=S)NC[C@@H]1Cc1cccc2ccccc12	-4.0	-22.6	·	20.6	-0.9	8.8	0.2	0.0%	2.4
CCC(=O)N1CCCN(S(=O)(=O)c2ccc(C)cc2)C1c1ccc(OC)cc1 (stereo not drawn)	-7.0	-13.0	8.0	5.5	-0.8	10.0	-3.6	1.1%	4.1
O=C1C2C3C=CC(C3)C2C(=O)N1CNc1ccccc1 (stereo not drawn)	3.9	·	·	·	·	7.6	-3.5	-0.1%	1.3
Cc1sc2nc(C)n(/N=C/c3ccccc3O)c(=O)c2c1C	-0.3	12.5	17.6	9.9	-0.6	16.7	-0.6	0.9%	0.8
Cn1c(NC(=O)c2ccco2)c(-c2ccccc2)c(=O)c2ccccc21	-5.0	3.6	1.1	2.3	0.9	-13.1	-0.5	0.0%	3.9
Cn1cc(S(=O)(=O)N2CCCCCC2)cc1C(=O)Nc1ccc(Cl)c(C(F)(F)F)c1	3.0	·	·	10.9	-0.4	-0.8	3.3	11.0%	5.2
CC(C)(C)c1ccc(-c2nc(C#N)c(N3CCC(C(N)=O)CC3)o2)cc1	-3.6	-31.0	-21.0	-1.8	-1.3	-8.7	-5.5	4.8%	3.9
CSc1nnc(C2CCN(CC(=O)Nc3ccccc3N3CCOCC3)CC2)n1C	-6.8	2.6	3.2	-5.5	-0.3	1.1	-3.4	-1.1%	0.6
O=C(Nc1ccc(S(=O)(=O)N2CCOCC2)cc1)c1ccco1	-4.8	-3.0	2.8	0.5	1.4	11.1	-2.5	1.0%	2.1
CCN(CC)CCCNc1cc(C(F)(F)F)c(C#N)c2nc3ccccc3n12	-1.9	-7.3	-9.4	-3.5	-0.2	-1.3	-21.6	20.5%	45.9*
CCCc1cc(=O)[nH]c(SCC(=O)Nc2cc(S(=O)(=O)N3CCCCC3)ccc2C)n1	-3.0	0.7	4.6	-0.3	0.3	-4.1	2.4	0.5%	0.9
CCC(C)(C)n1nnnc1C(c1cc2ccc(OC)cc2[nH]c1=O)N1CCCCC1 (stereo not drawn)	-2.2	-0.9	13.0	1.4	1.4	6.0	2.3	0.1%	0.3
COCCN=C1OC(=O)N2C(=O)C3=C4[C@@H](C[C@H]5C(=O)N(c6ccccc6)C(=O)[C@H]5[C@H]4[C@@]12Cc1ccccc1)[C@H]1C(=O)N(c2ccccc2)C(=O)[C@H]1[C@H]3C	2.9	1.9	·	-8.6	-0.2	22.7	0.8	5.6%	7.6

A portion of the library; rates above refer to the full screens.
